PolyA inh – polyadenylation inhibitors in yeast reporter cells, primary screen, luminescence, S. cerevisiae; S. cerevisiae SKY197-pL101 polyadenylation reporter, beta-gal luminescence; efflux-impaired pdr1/pdr3 knockout yeast; score 100 = 6 SD above DMSO; calls only at 12 µM; actives 0.02% (n = 300,000); AID 1875, 2009;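 active = lowest replicate activity score at least 50, where 100 means six control SD above control mean; inconclusive = lowest score under 50 but half or more replicates reach 50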;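 note: yeast exposed to compound for 9 h at 30 °C; higher score means more reporter readthrough which indicates perturbed polyadenylation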
HSP90 inh – HSP90 inhibitors, primary screen, cell lysate, luminescence; inhibition, % at 5.6 µM; AID 1789, 2009; Rabbit reticulocyte lysate, luciferase refolding luminescence, 3 h; actives 0.91% (n = 290,000);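 active = inhibition above the screen-wide mean plus 3 SD, computed separately per campaign, cut at about 16% in these data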;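 note: 0% = DMSO wells and 100% = 60 µM geldanamycin wells; inhibitors lower the luminescence because luciferase stays unfolded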
HSF1 inh – HSF1 inhibitors in luciferase reporter cells, primary screen, cell-based, NIH3T3, luminescence; AID 2098, 2009; activity change, negative = inhibition, % at 7.5 µM (by protocol); NIH3T3-HGL HSE-luciferase, MG132-induced, luminescence 8 h; hits give low values; actives 0.77% (n = 300,000);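 active = more than half of replicate wells show activity change below -50%, luminescence cut by over half; inconclusive = some wells, but at most half, below -50%; inactive = no replicate well below -50%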;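 note: luciferase reports HSF-1 transcriptional activity via heat shock element; 0% = median of DMSO wells and -100% = zero luminescence signal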
HDAC3 inh – HDAC3 deacetylase inhibitors, primary screen, biochemical, fluorescence, cell-free homogeneous | recombinant HDAC3, fluorogenic peptide/trypsin coupled | inhibition, % at 8.3 µM | actives 0.15% (n = 320,000) | AID 2718, 2010; in the data active = inhibition above about 26%, passing the limit was not always enough; inconclusive = no clear call, values can overlap the other calls
Target sequence (O15379 whole entry, looked up): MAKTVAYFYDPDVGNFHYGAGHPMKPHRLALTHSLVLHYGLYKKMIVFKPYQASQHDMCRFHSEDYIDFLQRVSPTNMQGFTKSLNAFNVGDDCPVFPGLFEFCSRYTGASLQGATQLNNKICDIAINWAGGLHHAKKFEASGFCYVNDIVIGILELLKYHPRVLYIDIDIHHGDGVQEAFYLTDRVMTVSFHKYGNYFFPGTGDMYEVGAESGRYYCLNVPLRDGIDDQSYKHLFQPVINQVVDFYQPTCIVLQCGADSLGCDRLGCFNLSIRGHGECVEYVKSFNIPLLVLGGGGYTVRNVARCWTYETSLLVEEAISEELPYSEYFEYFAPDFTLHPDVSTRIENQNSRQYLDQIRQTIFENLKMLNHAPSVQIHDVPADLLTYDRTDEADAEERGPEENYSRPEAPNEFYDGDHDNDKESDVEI
AI-2 QS mod – Vibrio harveyi AI-2 quorum sensing modulators, primary screen, JMH597 strain, luminescence/OD600 ratio | Vibrio harveyi JMH597 AI-2 luminescence/OD600 ratio, 9 h; hits give low values; strain lacks LuxN and CqsS sensors; 0 = neutral-control median | activity change, % at 7.5 µM | AID 2094, 2009 | actives 0.4% (n = 300,000); in the data active = activity change below about -75%, passing the limit was not always enough; inconclusive = no clear call, values can overlap the other calls;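 note: luminescence divided by OD600 gain over 9 h not by final OD600 alone; inactives centre near 13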
Platelet DG rel – inhibitors of platelet dense granule secretion, primary screen, cell-based, MLPCN, human platelets; human platelet-rich plasma, SFLLRN dense granule ATP release, luminescence; inhibition, %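 (compounds screened at 7.5 µM in platelet-rich plasma)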; actives 0.22% (n = 300,000); AID 1663, 2009;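 active = mean replicate score, as percent of positive control, at or above 50; inconclusive = mean below 50 but at least one replicate at or above 50; inactive = mean and every replicate below 50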
GSK3A inh – blockers of GSK3A enzyme activity – biochemical, luminescence, cell-free homogeneous, HTS, primary screen; GSK-3 alpha kinase, ADP-Glo luminescence, 60 min; inhibition, % at 10 µM; actives 0.1% (n = 320,000);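 in the data active = inhibition above about 50%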;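 note: GST-tagged GSK-3 alpha with peptide substrate and 25 µM ATP; 0% = DMSO neutral wells and 100% = GW8510 positive control wells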
Target sequence (P49840 whole entry, looked up): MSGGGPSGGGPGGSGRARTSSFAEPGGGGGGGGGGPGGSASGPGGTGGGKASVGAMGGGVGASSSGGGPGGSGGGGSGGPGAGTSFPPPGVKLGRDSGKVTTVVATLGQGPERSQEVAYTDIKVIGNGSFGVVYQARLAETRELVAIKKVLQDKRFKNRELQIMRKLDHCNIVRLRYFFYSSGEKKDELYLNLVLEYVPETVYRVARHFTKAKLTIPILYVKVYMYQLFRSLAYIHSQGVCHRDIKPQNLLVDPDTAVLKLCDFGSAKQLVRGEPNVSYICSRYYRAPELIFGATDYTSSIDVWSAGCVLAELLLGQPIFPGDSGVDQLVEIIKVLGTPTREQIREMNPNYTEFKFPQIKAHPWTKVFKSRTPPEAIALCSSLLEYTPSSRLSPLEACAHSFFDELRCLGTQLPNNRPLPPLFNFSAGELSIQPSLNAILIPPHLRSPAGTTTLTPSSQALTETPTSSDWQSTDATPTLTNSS
GSK3B inh – human GSK3beta kinase inhibitors, primary screen, biochemical, cell-free homogeneous, HTS. GST-GSK3beta kinase, ADP-Glo luminescence, 60 min; hits give low values. activity score (negative = inhibition), % at 10 µM. actives 0.038% (n = 300,000). AID 2097, 2009;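 active = more than half of replicate wells score below -50%, meaning over 50% inhibition versus plate controls; inconclusive = some replicates but at most half score below -50%; inactive = no replicate scores below -50%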;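 note: 0% = median DMSO wells and -100% = median GW8510 positive control wells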
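test system = GST-tagged human GSK3beta kinase, cell-free | reagent = 25 µM ATP with peptide substrate | dosing = one dose of 10 µM per compound | schedule = 60 min reaction, RT | detection = luminescent ADP-Glo measurement of ADP formed | control set = DMSO neutral wells and GW8510 at 20 µM as positive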
DYRK1A inh – rat Dyrk1A kinase inhibitors, primary screen, biochemical, single point, plate reader; actives 0.43% (n = 310,000); Dual specificity tyrosine-phosphorylation-regulated kinase 1A (Rattus norvegicus), Q63470; inhibition, % at 12.5 µM; ADP-Glo luminescence, NFATc1 peptide; AID 504441, 2011; in the data active = inhibition above about 50%;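 note: plate controls were vehicle with enzyme for no effect and no enzyme for full effect; many of its hits are not listed in these tables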
HSF-1 act – HSF-1 activators, primary screen, NIH3T3-HGL cells, MG132 stress, luminescence, single point. NIH3T3-HGL HSF-1 luciferase reporter, 8 h; 100% = twice DMSO control signal. activation, % at 9 µM. actives 1.7% (n = 300,000). AID 504408, 2011;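 active = mean replicate activation of at least 50% with a set share of replicates each reaching 50%; inconclusive = only one of those two conditions met; inactive = mean below 50% and too few replicates reaching it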;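 note: 0% = median of the neutral control wells and 100% = twice that signal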
Starred values were filed as active, the others as inactive; i = inactive; ? = inconclusive; . = not tested or not shown.

1) COCCNC(=O)CN(C(=O)CCC(=O)Nc1cc(C)on1)c1cccc(C)c1C
2) O=C(NCCc1ccccc1)C(c1cccs1)N(C(=O)c1csnn1)C1CC1 (centres undefined)
3) CCOC(=O)c1c(NC(=O)CSc2nnc(C)s2)sc2c1CCCCC2
4) COC(=O)C1(C(O)C(=O)c2ccc(C)cc2C)CCCCC1 (centres undefined)
5) O=C(C1CCC(CNc2c(N3CCCCC3)c(=O)c2=O)CC1)N1CCCCC1 (centres undefined)
6) COc1ccc(CN2C(=O)c3cccnc3C2Nc2cc(Cl)ccc2OC)cc1 (centres undefined)
7) Cc1ccc(N2CCN(S(=O)(=O)c3ccc4oc(=O)ccc4c3)CC2)c(C)c1
8) CCNc1sc(C(=O)c2cccs2)c(N)c1C#N
assay / entry	1	2	3	4	5	6	7	8
PolyA inh	i	i	i	i	i	i	i	i
HSP90 inh	0	3	-2	1	.	2	11	-2
HSF1 inh	-1	2	26	11	-5	19	10	-10
HDAC3 inh	-1	-4	6	1	1	-4	-2	10
AI-2 QS mod	8	11	-2	32	30	6	-3	-2
Platelet DG rel	-1	0	-1	5	20	3	-9	-3
GSK3A inh	-1	4	-2	-4	-3	.	-1	2
GSK3B inh	3	2	-1	-2	3	8	3	-7
DYRK1A inh	0	.	-10	-1	4	.	9	8
HSF-1 act	-4	15	41	14	-3	49	6	-11

9) O=c1c2ccccc2nnn1Cc1ccccc1
10) CC(C)c1ccc(Nc2c([N+](=O)[O-])c(=O)n(C)c3ccccc23)cc1
11) O=C1C2CC=CCC2C(=O)N1c1n[nH]c(-c2ccccc2)n1 (centres undefined)
12) Cc1cc(C)cc(NC(=O)N2CCCN(Cc3c(F)cccc3Cl)CC2)c1
13) CCOc1cccc(CNCc2cccnc2)c1OCc1ccccc1
14) Cc1noc(/C=C/c2ccccn2)c1[N+](=O)[O-]
15) O=C1CC(c2ccccc2)n2nc(NC(=O)c3cccs3)nc2N1 (centres undefined)
16) COc1ccc(S(=O)(=O)NC2CCCCC2)cc1C
assay / entry	9	10	11	12	13	14	15	16
PolyA inh	i	i	i	i	i	i	i	i
HSP90 inh	-2	2	2	4	-2	0	2	2
HSF1 inh	0	4	-4	3	0	34	-1	0
HDAC3 inh	0	6	-3	8	5	0	3	.
AI-2 QS mod	25	10	5	7	3	8	45	11
Platelet DG rel	-1	-13	-12	1	2	1	-6	14
GSK3A inh	-4	1	5	-3	-10	0	-6	-1
GSK3B inh	4	-3	-8	-1	-2	2	0	-1
DYRK1A inh	5	6	-6	1	-1	.	7	3
HSF-1 act	23	-8	-3	40	12	?	22	6

17) O=Nc1c(-c2cccc([N+](=O)[O-])c2)nc2ncccn12
18) CCC1CCCCN1C(=O)CSc1nnc(-c2ccco2)o1 (centres undefined)
19) COc1ccc(S(N)(=O)=O)cc1C(=O)NCC1(N2CCCCC2)CCCCC1
20) CCC(=O)c1cc2c(cc1NC(=O)c1ccccc1)OCCO2
21) Cc1cccc(NC2=C(Cl)C(=O)OC2OC(=O)c2ccco2)c1 (centres undefined)
22) CC(C)(C)C(=O)COC(=O)CCc1nc2ccccc2[nH]c1=O
23) CCOc1ccc(CCNC(=O)c2nnn(CC(=O)Nc3c(C)cc(C)cc3C)c2N)cc1OCC
24) CC(=O)N1CCc2cc(C(=O)CN3CCN(c4ccccn4)CC3)ccc21
assay / entry	17	18	19	20	21	22	23	24
PolyA inh	i	.	i	i	i	i	i	i
HSP90 inh	1	2	-1	-4	4	-1	-2	6
HSF1 inh	4	.	-7	21	7	-2	-2	0
HDAC3 inh	1	-13	6	3	3	-1	-7	.
AI-2 QS mod	?	.	33	10	7	20	30	9
Platelet DG rel	2	.	7	-4	2	6	1	-19
GSK3A inh	0	3	-2	-3	-1	0	-1	-3
GSK3B inh	-1	.	-1	5	-3	1	2	-2
DYRK1A inh	.	-2	-18	2	4	-3	-2	7
HSF-1 act	.	.	0	48	27	-9	9	11

25) O=C(COC(=O)c1cc(Cl)ccc1[N+](=O)[O-])NCc1ccc(Cl)cc1Cl
26) FC(F)(F)c1n[nH]c(=S)n1/N=C/c1ccco1
27) CCO/C(C)=C1\N=C(c2ccc(Cl)cc2)OC1=O
28) Cc1ccc(NC(=O)Nc2ccccc2CC[N+](=O)[O-])cc1
29) CC(NS(=O)(=O)/C=C/c1ccccc1)c1ccccc1 (centres undefined)
30) CCOc1ccc(NC(=O)CSc2nnc(CCNC(=O)c3ccc(OC)cc3)n2CC)cc1
31) COc1ccccc1NC(=O)CC(=O)Nc1ccccc1OC
32) CCc1ccc2[nH]c(=O)c(CN(Cc3ccccc3OC)Cc3nnnn3Cc3ccco3)cc2c1
assay / entry	25	26	27	28	29	30	31	32
PolyA inh	i	i	i	i	i	.	i	i
HSP90 inh	1	0	1	-6	0	-1	4	-1
HSF1 inh	-9	3	-9	-13	-8	7	-3	35
HDAC3 inh	2	1	2	-6	1	5	-3	0
AI-2 QS mod	-7	8	4	35	0	12	19	15
Platelet DG rel	-29	32	1	5	12	23	0	9
GSK3A inh	-1	-7	-2	-2	2	0	-1	9
GSK3B inh	2	10	2	1	-1	0	2	3
DYRK1A inh	-7	15	-6	-4	-3	-2	4	8
HSF-1 act	-7	-1	0	-16	-5	-1	-10	44

33) CC1Oc2ccccc2N(CC(=O)c2ccc(F)cc2)C1=O (centres undefined)
34) O=C(CS(=O)(=O)c1cn(Cc2cccc(F)c2)c2ccccc12)N1CCCCC1
35) Cc1cc(N2CCN(C3CCCCC3)CC2)n2nc(C)nc2n1
36) N/C(=N\N=C\c1ccc2c(c1)OCO2)c1nonc1N
37) O=C(O)CCc1nc(-c2ccccc2)no1
38) COc1ccccc1/C=C/C=N/N1CCN(Cc2ccccc2)CC1
39) CC(C)c1ccc(C(O)P(=O)(OC2CCCCC2)OC2CCCCC2)cc1 (centres undefined)
40) COc1ccc(S(=O)(=O)N(CCCN2CCOCC2)Cc2ccc(OC)c(OC)c2)cc1
assay / entry	33	34	35	36	37	38	39	40
PolyA inh	i	i	i	i	i	i	i	i
HSP90 inh	5	-3	7	21*	-2	3	3	-1
HSF1 inh	-2	4	-5	39	-7	-12	5	-14
HDAC3 inh	-5	-13	1	3	1	12	4	4
AI-2 QS mod	-26	10	7	9	32	13	38	19
Platelet DG rel	2	4	1	38	0	-1	3	11
GSK3A inh	-3	-1	.	.	0	1	-6	1
GSK3B inh	4	1	0	-1	4	2	1	3
DYRK1A inh	-1	0	-1	-8	6	-2	.	-1
HSF-1 act	-8	4	-1	?	-3	-8	-22	-16

Filtered by structure: the compounds so far with two or more sulfur atoms
2) O=C(NCCc1ccccc1)C(c1cccs1)N(C(=O)c1csnn1)C1CC1 (centres undefined)
3) CCOC(=O)c1c(NC(=O)CSc2nnc(C)s2)sc2c1CCCCC2
8) CCNc1sc(C(=O)c2cccs2)c(N)c1C#N
assay / entry	2	3	8
PolyA inh	i	i	i
HSP90 inh	3	-2	-2
HSF1 inh	2	26	-10
HDAC3 inh	-4	6	10
AI-2 QS mod	11	-2	-2
Platelet DG rel	0	-1	-3
GSK3A inh	4	-2	2
GSK3B inh	2	-1	-7
DYRK1A inh	.	-10	8
HSF-1 act	15	41	-11

Additional results:
41) Cc1cccc(N2CCN(C(=O)CC(NC(=O)c3ccccc3Cl)c3ccccc3)CC2)c1C (centres undefined)
42) CCc1nnc(NC(=O)Cc2sc(C)nc2-c2ccc(C)cc2)s1
43) C=CCn1c(SCC(=O)Nc2ccccc2F)nc2ccccc2c1=O
44) CSC1=C(C#N)C(c2ccccc2Cl)C(C(=O)c2cccs2)C(O)(C(F)(F)F)N1 (centres undefined)
45) C/C(N)=C(/C#N)C(=O)CSc1nc2ccccc2c(=O)n1Cc1ccc(F)cc1
46) CNC(=S)Nc1cccc(C(C)=O)c1
47) COc1ccc(C)cc1S(=O)(=O)Nc1ccc(F)c(Cl)c1
48) Cc1ccc(-n2nnnc2SCC(=O)c2ccc3c(c2)NC(=O)CO3)c(C)c1
49) COc1cccc(CN2CCNC(=O)C2CC(=O)N2CCCCO2)c1OC (centres undefined)
assay / entry	41	42	43	44	45	46	47	48	49
PolyA inh	i	i	i	i	i	i	i	i	i
HSP90 inh	3	-3	2	4	4	-3	-1	-2	8
HSF1 inh	8	-11	12	8	3	-1	1	-12	-7
HDAC3 inh	5	-3	-4	7	?	2	-5	-13	1
AI-2 QS mod	28	37	7	3	-6	10	25	8	23
Platelet DG rel	-1	7	-2	-29	17	1	3	-13	-2
GSK3A inh	5	.	-3	0	-4	-1	-12	-2	-2
GSK3B inh	-3	-3	0	0	3	-5	0	2	2
DYRK1A inh	0	0	0	-1	21	3	-52	-2	-6
HSF-1 act	16	-12	11	21	-2	4	-4	-5	-3

Compound activity: PubChem, several laboratories

Only part of the results is shown; rates above refer to the full screens.
